Bioassay records: PubChem, National Center for Advancing Translational Sciences (NCATS)
KB-3-1 tox: qHTS assay for MDR1-selective chemotherapeutics: Primary screen using the parental adenocarcinoma cell KB-3-1; KB-3-1 viability, CellTiter-Glo ATP luminescence, 72 h; hit rate 1.4% among 400,000; AID 1347075, 2019; Potency, µM (titrated, usually from 46.1 µM), for the others: top-dose activity change, negative = cytotoxic, most hits filed as cytotoxic; also: nearly all actives have a fitted effect of over 60% in size
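72 h, 37 °C compound treatment of KB-3-1 parental cells; CellTiter-Glo added, 10 min, luminescence read. Data corrected against DMSO-only plates and normalized before curve fitting.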
KB-V1 MDR tox: qHTS assay for MDR1-selective chemotherapeutics: Primary screen using the drug-selected MDR subline cells KB-V1; Potency, µM (doses to about 46.1 µM), for the others: at the top dose activity change, negative = cytotoxicity, actives largely listed as cytotoxic; AID 1347076, 2019; hit rate 3.4% among 400,000; KB-V1 MDR cells viability, CellTiter-Glo, 72 h; also: nearly all actives have a fitted effect of over 60% in size
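Cells of the MDR subline KB-V1 are plated, dosed with compound at multiple concentrations, and incubated 72 h at 37 degrees C; CellTiter-Glo is then added and luminescence read after 10 min.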
The depositor's hits bear a star; ? = inconclusive; & = joins results of further samples. Calls follow the shape of the dose curve; as a rule, active = well fitted cell-killing curve with a large enough effect; inconclusive = small, poorly fitted or top-dose-only effect, or effect the other way; inactive = flat fitted curve, though single readings scatter. % is scaled to controls: 0 for no effect and ±100 for the full control effect; potency is read from the fitted curve at half-maximal effect. An excerpt; count on the stated rates, not on these rows.

SMILES	KB-3-1 tox	KB-V1 MDR tox
O=C(CNC(=O)C(c1ccccc1)c1ccccc1)OCC(=O)c1cccc2ccccc12	-18.2%	-2.0%
O=C1CCc2cc([S+](=O)([O-])Nc3ccc(N[S+](=O)([O-])c4ccc5c(c4)CCC(=O)N5)cc3)ccc2N1	24.0%	12.1%
Cc1ccc(CNc2ncnc3ccc(-c4ccc(CO)o4)cc23)o1	-2.1%	-27.3%
CCCCN(CCCC)c1ccc(Cn2ccc3ccccc32)cc1	?	?
C=C1NN(Cc2ccc(OC)cc2)C(=O)N1c1ccccc1	0.0%	29.8%
COc1ccc2nccc(/C=C/c3ccc(N(C)C)cc3)c2c1	-19.5%	-27.5%
OC(CBr)CN1CCCCC1 (configuration not stated)	25.7%	6.3%
CNc1nc(NCc2ccco2)c2ccccc2n1	?	-21.4%
COC(=O)c1ccc(NC(=O)c2nc(S(=O)(=O)Cc3ccccc3F)ncc2Cl)cc1	?	-8.9%
O=C1CCCC2=C1C1(CCCC1)N=C(Nc1nc3ccccc3o1)N2	?	-2.6%&15.3%
CCN(CCC(=O)O)c1ccc(/C=C/c2ccnc3ccccc23)cc1	24.7%	4.9%
O=C(O)c1c(Br)c(Br)c(Br)c(Br)c1C1c2ccc(O)cc2Oc2cc(O)ccc21	38.0%	28.8%
CN(Cc1ccccc1)c1ccc(/C=C/c2sc3ccccc3[n+]2C)cc1	?	-3.8%
NC1CCc2ccccc21 (configuration not stated)	?	2.8%
Cc1csc[n+]1CC(=O)c1ccc(I)cc1	-4.4%	-20.5%
COc1ccc(-c2ccc3ncnc(NCc4nc(C)cs4)c3c2)cc1OC	-41.3%	?
Nc1ccc2cccnc2c1	?	?
O=C(Nc1ccccc1C(F)(F)F)c1nc(S(=O)(=O)Cc2ccccc2F)ncc1Cl	?	10.7%
CC(=O)c1cccc(S(=O)(=O)N2CCN(c3nc(-c4cccs4)nc4ccccc34)CC2)c1	47.8%	15.5%
CCCNC(=O)CNC(=O)c1ccccc1OCC(=O)Nc1ccc(Br)cc1	0.0%	14.1%

Some values from above:
CCN(CCC(=O)O)c1ccc(/C=C/c2ccnc3ccccc23)cc1 in KB-3-1 tox is entered as 24.7%
NC1CCc2ccccc21 (configuration not stated) in KB-V1 MDR tox is entered as 2.8%
COc1ccc(-c2ccc3ncnc(NCc4nc(C)cs4)c3c2)cc1OC in KB-3-1 tox is entered as -41.3%

A different layout for some results above:
| molecule | KB-3-1 tox | KB-V1 MDR tox |
| --- | --- | --- |
| CNc1nc(NCc2ccco2)c2ccccc2n1 | ? | -21.4% |
| COC(=O)c1ccc(NC(=O)c2nc(S(=O)(=O)Cc3ccccc3F)ncc2Cl)cc1 | ? | -8.9% |
| O=C1CCCC2=C1C1(CCCC1)N=C(Nc1nc3ccccc3o1)N2 | ? | -2.6%&15.3% |
| CCN(CCC(=O)O)c1ccc(/C=C/c2ccnc3ccccc23)cc1 | 24.7% | 4.9% |

The list continues.
SMILES	KB-3-1 tox	KB-V1 MDR tox
CCCCNc1ccc(/C=C2\C=Cc3ccccc32)cc1	?	3.1%
CCCCCCCCCCCCCCCCCCN(CCCCCCCCCCCCCCCCCC)c1ccc(C=O)cc1	-16.1%	10.7%
O=[N+]([O-])c1ccc2c(c1)C=C/C2=C\c1ccc(C=S)cc1	20.5%	?
CCCCCCCCCC[n+]1cccc2cc(Cl)ccc21	5.17µM*	19.9%
CC1CCN(c2oc(-c3ccc(OCc4ccccc4Cl)cc3)nc2C#N)CC1	21.2%	16.5%
CCCCCCCCCC[n+]1cccc(Br)c1	?	2.2%
O=C(Nc1nnc(CCc2ccccc2)s1)C1CCN(C(=O)c2ccco2)CC1	0.0%	0.0%
CCCCCCCCCC[n+]1cccc2cc(Br)ccc21	1.3µM*	?
O=C(Nc1nnc(-c2ccncc2)s1)NC12CC3CC(CC(C3)C1)C2	4.9%	5.9%
CCN(Cc1ccccc1)c1ccc(/C=C/c2ccnc3ccccc23)cc1	-18.1%	-13.2%

Part of the list above in order of SMILES length, smallest number first:
SMILES	KB-3-1 tox	KB-V1 MDR tox
O=[N+]([O-])c1ccc2c(c1)C=C/C2=C\c1ccc(C=S)cc1	20.5%	?
CC1CCN(c2oc(-c3ccc(OCc4ccccc4Cl)cc3)nc2C#N)CC1	21.2%	16.5%
O=C(Nc1nnc(CCc2ccccc2)s1)C1CCN(C(=O)c2ccco2)CC1	0.0%	0.0%

Carrying on:
SMILES	KB-3-1 tox	KB-V1 MDR tox
Nc1ccccc1OC1=NS(=O)(=O)c2ccccc21	?	-15.3%
CCNC(=O)c1ccc2nc(-c3ccccc3)c(-c3ccccc3)nc2c1	0.0%	-29.0%
CCCCCCC[n+]1ccc(C)c2ccccc21	0.581µM*	-2.8%
NC(=O)C1CCN(c2ncc(-c3cccc(F)c3)s2)CC1	?	?
Oc1cccc2ccc[n+](CC(O)CBr)c12 (configuration not stated)	-5.9%	0.0%
Cc1ccc(SC[C@H](Cc2ccccc2)N2CC[C@@H](NC(=O)OCc3ccccc3)CCC2=O)cc1	?	?
COc1cccc(/C=C/c2nc3ccccc3nc2/C=C/c2cccc(OC)c2OC)c1OC	?	1.0%
O=[N+]([O-])c1ccc2c(c1)C=C/C2=C\c1ccccc1	0.0%	-12.8%
O=C(C[n+]1cccc2cccc(O)c21)c1ccc(Cl)cc1	6.9%	7.7%
O=C(Nc1ccc(-n2nncc2-c2ccccc2)cc1)c1ccccc1	-15.7%	-13.8%
O=S(=O)(c1ccc2ccccc2c1)N1CCN(c2nc(-c3ccccc3)nc3ccccc23)CC1	?	0.0%
CCOC(=O)C[C@H]1c2cc(F)ccc2S(=O)(=O)N1Cc1cc(OC)c(OC)c(OC)c1	0.9%	?
Cc1cc(SCC(=O)c2ccc(Br)cc2)cc(C)[o+]1	5.2%	-2.6%
CC1CCN2c3ccccc3CC3(C(=O)OC(C)(C)OC3=O)C2C1 (configuration not stated)	16.5%	-4.1%
COc1ccc(-c2ccc(=N)n(CCCC(=O)O)n2)cc1	?	-4.8%
Cc1cc(N(C)C)cc(C)c1C=O	5.7%	-4.5%
CC(=O)C[n+]1cccc2cc(Cl)ccc21	9.0%	-1.5%
Cc1ccc(Nc2nc(NCc3ccco3)nc3nccnc23)c(C)c1	0.0%	0.0%
COC(=O)[C@H](Cc1ccccc1)N(Cc1ccc(C)cc1)S(C)(=O)=O	?	?
CN(C)c1ccc(/C=C/c2ccnc3ccc(O)cc23)cc1	?	1.0%
CC(C)c1ccc(NC(=O)c2cc3c([nH]c2=O)CC(C)(C)CC3=O)cc1	-9.2%	-17.5%
CCCCc1ccc(CC(=O)NO)cc1	0.0%	1.4%
O=C(COc1ccccc1C(=O)Nc1ccccc1)Nc1cccc(Br)c1	-22.0%	-20.0%
Clc1ccc(Cn2c3c(c4ccccc42)CCc2cc4ccccc4nc2-3)cc1	-7.3%	-15.7%
O=C(Nc1nccs1)[C@@H]1CC=C[C@@H]2CCN(Cc3ccc(Cl)c(Cl)c3)C(=O)[C@@H]21	-11.1%	?
CNc1c(Cl)cc(C=O)cc1Cl	?	22.5%
Cc1cc(/C=C2\C=Cc3ccccc32)cc(C)c1N	-5.3%	0.0%
Cc1ccc(NC(=O)c2cnn3c2NC(=C2CC2)C=C3C(F)F)cc1	?	0.4%
O=S1(=O)CCO[C@H]2CCCC[C@@H]2N1Cc1ccccc1Br	-14.6%	?
Cc1ccc2nc(-c3ccc(C)c(NC(=O)COc4ccccc4Cl)c3)oc2c1	?	14.2%
Cc1ccc(CNc2ncnc3ccc(-c4ccoc4C)cc23)o1	0.0%	-0.7%
Cn1c(=S)[nH]c2cc(C(=O)N3CCN(Cc4cccs4)CC3)ccc2c1=O	?	-1.2%
O=C(Cc1ccc(Oc2ccccc2)cc1)NO	-32.4%	-13.2%
CCN(Cc1cccs1)c1ncnc2ccc(-c3ccc4c(c3)OCO4)cc12	-25.1%	0.0%
CC[N+](C)(C)c1ccc(/C=C/c2ccnc3ccccc23)cc1	?	?
COc1cc(C)c2ccccc2n1	?	?
O=C(Nc1ccncc1)C1C(=O)c2ccccc2N(Cc2ccccc2)C1=O (configuration not stated)	0.0%	0.0%
O=S1(=O)N=C(Sc2cccc3cccnc23)c2ccccc21	9.2µM*	?
Cc1ccnc(NC(=S)N2CCN(c3ccc(N)cc3)CC2)c1	32.2%	22.3%
CCOc1ccc(C(=O)Nc2ccc(-c3nn[nH]n3)cc2)cc1[N+](=O)[O-]	0.0%	?
O=C(NCCc1nc2ccccc2n1CCCOc1ccccc1Cl)C1CCCCC1	-20.7%	0.0%
C[N+]1(CC(=O)c2cccs2)CCOCC1	?	?
O=C(/C=C/c1cccs1)Nc1cccc([S+](=O)([O-])Nc2ccccc2F)c1	0.0%&27.9%	-17.8%&3.0%
Cc1ccc(Nc2ncnc3nc[nH]c23)cc1	49.5%	0.0%
CN(C)c1ccc(/C=C2\C=Cc3ccccc32)cc1Br	11.0%	0.2%
CCN(CCCN(C)C)c1ccc(/C=C/c2ccnc3ccccc23)cc1	7.5%	?
O=C(COc1ccc2ccccc2c1)Nc1ccc(O)c(-c2nc3ccccc3o2)c1	0.0%	?
C=C1NN(Cc2ccccc2)C(=O)N1c1ccc(OC)cc1	0.0%	0.0%
O=C(C[n+]1ccccc1Br)c1ccc(O)c(O)c1	?	-0.9%
CC(=O)Nc1ccccc1OC1=N[S+](=O)([O-])c2ccccc21	?	3.6%
Continuation:
SMILES	KB-3-1 tox	KB-V1 MDR tox
COC(=O)c1cc2c([nH]c1=O)CC(c1ccccc1)CC2=O (configuration not stated)	0.6%	?
CCc1ccc(C(=O)CSC2=C(C#N)C(c3ccco3)C(C(C)=O)=C(C)N2)cc1 (configuration not stated)	0.0%	-1.6%
CC[N+](C)(C)c1ccc(/C=C/c2ccncc2)cc1	2.31µM*	-9.9%
O=C1[C@H](Cc2ccccc2)NC/C=C\C[C@H](c2ccc(Cl)cc2)N1Cc1ccc(Cl)cc1	?	?
COc1ccc(-c2nc3c(=O)n(C)c(=O)nc-3n(C)n2)cc1	0.651µM*	4.61µM*
CN(C)c1ccc(/C=C/c2sc3ccccc3[n+]2C)cc1	6.51µM*	13.9%
CN(C)c1cccc(N2CCN(c3nn4c(=O)c5ccccc5nc4s3)CC2)c1	24.3%	20.5%
O=C(Nc1ccccn1)c1sc2ccc([N+](=O)[O-])cc2c1Cl	?	-9.6%
COc1ccc(OC)c(/C=C/c2cc3ccccc3cn2)c1	5.17µM*	5.3%
CN(C)c1ccc(C=O)c(O)c1	-2.2%	-1.2%
CN(C)c1ccc(/C=C2\C(=O)/C(=C/c3ccc(N(C)C)cc3)c3ccccc32)cc1	-12.5%	-0.7%
c1ccc(N=c2nc(-c3ccccc3)n(-c3ccccc3)s2)cc1	?	16.4µM*
C(=C\c1ccc2ccccc2n1)/c1ccc2ccccc2n1	?	?
CC(=O)c1ccsc1B(O)O	17.8%	0.7%
C=C(CC[C@]12OC(C(=O)O)C(O)(C(=O)O)C(C(=O)O)(O1)C(OC(=O)/C=C/[C@@H](C)C[C@@H](C)CC)C2O)[C@@H](OC(C)=O)[C@H](C)Cc1ccccc1 (some centres not stated)	7.2%	0.0%
CC(=O)c1cccc(NC(=O)COc2ccccc2C(=O)Nc2ccccc2)c1	0.0%	-13.8%
CC(C)(C)c1ccc(S(=O)(=O)N2CCN(c3nc(-c4ccccc4)nc4ccccc34)CC2)cc1	12.5%	-7.0%
COc1ccc(N=c2nc(-c3ccc(C)cc3)n(-c3ccccc3)s2)cc1	?	-18.7%
N/C(=N\c1nnc(-c2ccncc2)s1)Nc1ccc(Cl)c(Cl)c1	0.0%	0.0%
CC(C)[C@H]1COCCS(=O)(=O)N1Cc1cccc([N+](=O)[O-])c1	-0.6%	2.8%

Whole records from above.
CN(C)c1ccc(/C=C2\C(=O)/C(=C/c3ccc(N(C)C)cc3)c3ccccc32)cc1 is listed as KB-3-1 tox: -12.5%; KB-V1 MDR tox: -0.7%
c1ccc(N=c2nc(-c3ccccc3)n(-c3ccccc3)s2)cc1 is listed as KB-3-1 tox: ?; KB-V1 MDR tox: 16.4µM*
CC(=O)c1cccc(NC(=O)COc2ccccc2C(=O)Nc2ccccc2)c1 is listed as KB-3-1 tox: 0.0%; KB-V1 MDR tox: -13.8%

(cont.)
SMILES	KB-3-1 tox	KB-V1 MDR tox
Cc1ccnc2ccc(N)cc12	27.8%	7.0%
Cc1cnc2ccc3ccccc3c2c1C	5.17µM*	0.6%
O=S1(=O)N=C(Oc2ccccc2F)c2ccccc21	-29.2%	-22.4%
CCC(c1nnnn1Cc1ccccc1)N(Cc1ccccc1)Cc1cc2cc(C)ccc2[nH]c1=O (configuration not stated)	0.0%	-15.6%
Nc1cnccn1	1.6%	1.7%
O=C(CNC(=O)c1ccccc1)OCC(=O)c1ccc2ccccc2c1	0.0%	8.0%
COc1cc2c(NC3CCN(C)CC3)nc(N3CCCCC3)nc2cc1OCCCN(C)C	?	-2.8%
CCCN1CCC(=O)N(CCC#N)CC1	9.1%	5.5%
